# Fam108B counter – mouse Fam108B serine hydrolase inhibitors, primary screen, counter-screen for RBBP9 inhibitor project, biochemical, fluorescence polarization | inhibition, % at 9.51 µM | AID 1947, 2009 | 300,000 compounds, 0.33% hits | recombinant Fam108B, FP-Rh probe fluorescence polarization;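 active = inhibition above the screen mean inhibition plus 3 SD, computed separately per campaign, cut at about 18% in these data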;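 also: inhibitors lower polarization as less probe binds the enzyme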
# VLA-4 inh – inhibition in human VLA-4 binding assay, primary screen, VLA-4 allosteric modulator project, MLPCN library, flow cytometry, VLA-4 expressing cells. Integrin alpha-4 (Homo sapiens), P13612. ligand binding flow cytometry. inhibition, % (about 7 µM as worked out from the volumes in the protocol). 330,000 compounds, 0.2% hits. AID 2557, 2010; in the data active = inhibition above about 50%
# GLD-1 TGE inh – GLD-1/TGE RNA complex disruptors, primary screen, biochemical, fluorescence polarization. Female germline-specific tumor suppressor gld-1 (Caenorhabditis elegans), Q17339. purified GLD-1 + fluorescein TGE RNA. inhibition, % at 5.96 µM. 320,000 compounds, 0.44% hits. AID 2280, 2010;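 active = percent inhibition above a per-plate cutoff, the plate mean of test compounds plus 3 SD, cut at about 30% in these data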;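 also: 0% = DMSO wells with GLD-1 and probe and 100% = wells lacking GLD-1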
# Bcl-xL primary – inhibitors of human Bcl-xL, primary screen, biochemical, fluorescence polarization, HTS. Bcl-2-like protein 1 (Homo sapiens), Q07817. GST-Bcl-xL / FITC-Bim BH3 peptide fluorescence polarization. inhibition, % at 10.9 µM. 320,000 compounds, 0.7% hits;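 active = inhibition above the mean of all tested compounds plus 3 SD, cutoff set per campaign, cut at about 30% in these data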;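 also: 0% = DMSO wells and 100% = unlabeled Bim-BH3 peptide competitor; inhibitors lower millipolarization by displacing the labeled peptide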
# MEX-5 binding – MEX-5 zinc finger RNA-binding disruptors – biochemical, C. elegans, fluorescence polarization, MLPCN library, primary screen. Zinc finger protein mex-5 (Caenorhabditis elegans), Q9XUB2. MEX-5/FITC-TCR2 RNA binding; active compounds read low. activity score (negative = inhibition of binding), % at 10 µM. 300,000 compounds, 0.38% hits. AID 1832, 2009;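 active = inhibition past about -25% in most replicates, and total fluorescence under double the plate's negative control median, limit read from the data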;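 also: 0% = DMSO and -100% = 5 µM competing unlabeled TCR2 RNA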
# MCL1 BIM primary – inhibitors of MCL1 binding to BIM-BH3, primary screen, biochemical, fluorescence polarization. inhibition, % at 10.9 µM. AID 2057, 2009. 320,000 compounds, 0.68% hits. GST-MCL1 / FITC-Bim-BH3 fluorescence polarization. Induced myeloid leukemia cell differentiation protein Mcl-1 (Homo sapiens), Q07820;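 active = inhibition above the mean inhibition of all tested compounds plus 3 SD, set per campaign, cut at about 40% in these data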;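 also: 0% = DMSO wells and 100% = unlabeled Bim-BH3 peptide control; higher means more loss of mP so more displacement of Bim peptide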
# Target sequence (Q07820 whole entry, looked up): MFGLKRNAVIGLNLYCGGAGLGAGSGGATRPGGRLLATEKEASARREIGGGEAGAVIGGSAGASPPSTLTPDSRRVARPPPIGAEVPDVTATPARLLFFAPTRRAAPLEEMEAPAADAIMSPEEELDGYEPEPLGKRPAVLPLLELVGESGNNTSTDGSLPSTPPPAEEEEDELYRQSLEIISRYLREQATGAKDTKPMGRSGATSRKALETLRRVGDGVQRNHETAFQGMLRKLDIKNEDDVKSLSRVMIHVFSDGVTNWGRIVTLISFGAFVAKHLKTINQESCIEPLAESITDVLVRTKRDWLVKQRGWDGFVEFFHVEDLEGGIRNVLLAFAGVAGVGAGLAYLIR
# PME-1 primary – PME-1 inhibitors via competitive probe labeling, primary screen, biochemical, fluorescence polarization, FP-Rh probe, HTS. Protein phosphatase methylesterase 1 (Homo sapiens), Q9Y570. recombinant PME-1. inhibition, % at 5.9 µM. 320,000 compounds, 0.53% hits. AID 2130, 2009;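 active = inhibition above the campaign mean of all compounds plus 3 SD, cut at about 26% in these data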;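 also: competitive labeling of PME-1 active site by serine hydrolase directed probe; 0% = PME-1 with DMSO and 100% = wells lacking PME-1 enzyme; inhibitors block probe labeling so polarization falls and inhibition rises; many of its hits are not listed in these tables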
# GRK2 inh – compounds blocking aptamer binding on GRK2 – biochemical, human GRK2, bead flow cytometry, HTS, primary screen | Beta-adrenergic receptor kinase 1 (Homo sapiens), P25098 | FAM-aptamer displacement from GRK2 | inhibition of aptamer binding, % at 10 µM | 330,000 compounds, 0.59% hits;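 active = inhibition of aptamer binding above 40%, roughly 3 SD of noise, on plates passing a quality check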;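 also: median bead fluorescence of bound FAM aptamer so fluorescent compounds give negative values; no value below 0 was filed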
# Target sequence (P25098 whole entry, looked up): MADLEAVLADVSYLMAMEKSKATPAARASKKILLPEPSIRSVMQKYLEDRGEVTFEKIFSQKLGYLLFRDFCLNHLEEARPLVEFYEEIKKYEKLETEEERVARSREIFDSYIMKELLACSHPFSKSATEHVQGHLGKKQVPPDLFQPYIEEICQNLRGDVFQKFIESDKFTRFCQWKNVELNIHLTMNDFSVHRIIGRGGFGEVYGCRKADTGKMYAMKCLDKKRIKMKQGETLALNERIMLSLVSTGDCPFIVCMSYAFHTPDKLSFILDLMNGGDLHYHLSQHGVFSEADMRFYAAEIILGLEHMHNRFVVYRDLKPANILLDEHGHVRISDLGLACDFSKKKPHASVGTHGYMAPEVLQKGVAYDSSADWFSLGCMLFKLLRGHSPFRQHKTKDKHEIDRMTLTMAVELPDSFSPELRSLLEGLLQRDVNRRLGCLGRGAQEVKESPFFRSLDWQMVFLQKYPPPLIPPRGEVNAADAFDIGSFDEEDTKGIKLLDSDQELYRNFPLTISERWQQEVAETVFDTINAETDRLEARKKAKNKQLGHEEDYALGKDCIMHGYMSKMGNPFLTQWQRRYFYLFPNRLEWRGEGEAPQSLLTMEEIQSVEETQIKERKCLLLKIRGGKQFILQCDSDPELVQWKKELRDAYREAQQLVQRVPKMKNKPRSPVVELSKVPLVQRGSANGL
# Efflux pump mplx – inhibitors of Candida efflux pumps in yeast, primary screen, S. cerevisiae, Nile Red, multiplex; S. cerevisiae Candida pump triplex; 330,000 compounds, 0.44% hits; inhibition, % at 10 µM;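 active = plate passing quality check with inhibition over a set limit, or well fluorescence over plate mean plus 4 SD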;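 also: Nile Red retained in pooled yeast measured as flow cytometry median fluorescence; 0% = buffer negative control and 100% = Enniatin B positive control; higher means more Nile Red kept so more efflux inhibition; some compounds called inactive have numbers as strong as hits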
# * marks the source's active call; other numbers are inactive results; . = no result given. A portion of the library. The share of hits here may be higher or lower than overall.
SMILES,Fam108B counter,VLA-4 inh,GLD-1 TGE inh,Bcl-xL primary,MEX-5 binding,MCL1 BIM primary,PME-1 primary,GRK2 inh,Efflux pump mplx
CCS(=O)(=O)N1Cc2ccccc2CC1C(=O)OCC(=O)N(C(C)C)C(C)C (stereo not given),0,-10,-1,0,1.0,3,0,0,0.0
Cc1nc(N2CCCCC2)c2c(-c3cccs3)csc2n1,-2,8,-3,0,0.8,-3,-4,0,0.7
O=C(NCCO)c1ccccc1O,2,-3,-1,10,-2.4,5,-2,1,0.1
Cc1ccc(-c2csc3nnc(SCC(=O)Nc4cccc(C)n4)n23)cc1,8,-8,0,1,.,-2,2,3,-0.5
CCn1c(=O)c([N+](=O)[O-])c(N2CCSCC2)c2ccccc21,-1,-10,-2,0,2.1,3,-3,0,-0.1
COc1ccc(-c2nn3c(-c4cccc(C)c4)nnc3s2)cc1OC,1,3,3,4,-3.7,0,-6,0,0.0
CCN1CCN(C(=O)C(N)Cc2ccccc2)CC1 (stereo not given),-1,23,6,-3,-3.4,-6,-1,0,0.4
CCOC(=O)N1CCN(C(=O)NC2CCCCC2)CC1,2,30,-2,3,-0.8,1,4,3,-0.1
Cc1nnc(SCC(=O)OC2CC(C)CCC2C(C)C)[nH]c1=O (stereo not given),0,30,6,3,-1.3,-3,0,1,-0.2
Cc1ccc(C(=O)NCc2cccs2)cc1S(=O)(=O)N1CCCCC1,1,26,-5,-1,-0.8,8,6,2,0.2
O=C(NCc1cc(C(F)(F)F)cc(C(F)(F)F)c1)C1CC(c2ccc(C(F)(F)F)cc2)=NO1 (stereo not given),0,21,9,5,-2.3,3,-2,1,0.0
CCOC(=O)c1sc(NC(=O)CSc2nc(O)c(Cc3ccccc3)c(=O)[nH]2)nc1C,0,3,2,13,-4.4,7,-3,1,0.1
CCc1cccc(CC)c1NC(=O)COn1nnc2ccc(C(F)(F)F)cc21,4,36,-3,-2,0.9,-2,-4,3,0.1
Cc1ccc2c(c1)C(=O)C(=O)N2CCCOc1ccccc1C,-8,-6,4,1,0.0,-2,-6,1,0.0
CN(C)C(C(=O)Nc1cc(Cl)cc(Cl)c1)c1ccccc1 (stereo not given),1,23,1,-4,-2.3,-8,0,0,0.0

# Shown as tab-separated lines: 2 of the compounds above.
smiles	Fam108B counter	VLA-4 inh	GLD-1 TGE inh	Bcl-xL primary	MEX-5 binding	MCL1 BIM primary	PME-1 primary	GRK2 inh	Efflux pump mplx
O=C(NCc1cc(C(F)(F)F)cc(C(F)(F)F)c1)C1CC(c2ccc(C(F)(F)F)cc2)=NO1 (stereo not given)	0	21	9	5	-2.3	3	-2	1	0.0
CCOC(=O)c1sc(NC(=O)CSc2nc(O)c(Cc3ccccc3)c(=O)[nH]2)nc1C	0	3	2	13	-4.4	7	-3	1	0.1

# Next records follow.
SMILES,Fam108B counter,VLA-4 inh,GLD-1 TGE inh,Bcl-xL primary,MEX-5 binding,MCL1 BIM primary,PME-1 primary,GRK2 inh,Efflux pump mplx
Cc1cccc(N(CC(=O)NC2CCCCC2)C(=O)CCCC(=O)Nc2ccccn2)c1C,-1,-3,-4,2,0.5,-1,4,0,0.0
O=S(=O)(NCc1cccnc1)c1ccc2ccccc2c1,3,8,6,3,1.0,5,-1,3,0.1
Cc1ccc(CNc2nc(Cl)c(C#N)s2)cc1,0,17,8,5,-1.6,9,-5,2,-0.5
Cc1cccc(-n2nc3c([n+]2[O-])CCc2nonc2-3)c1C,5,14,5,-4,0.8,-3,0,2,0.0
CC(/C=N\N1CCN(c2ccc(Cl)cc2)CC1)=C\c1ccccc1,-2,4,4,-3,-0.6,-6,2,0,0.0
O=C(COC(=O)c1ccc([N+](=O)[O-])o1)NC1CCCc2ccccc21 (stereo not given),.,5,1,.,.,.,.,4,0.0
CCOC(=O)N1CCN(C(=O)CCn2c(=S)[nH]c3ccccc3c2=O)CC1,4,-5,-2,2,2.7,0,1,0,-0.1
COc1ccc(CN(CC(=O)NC2CCCC2)C(=O)c2ccc(-c3ccccc3)[nH]2)cc1,-4,15,1,4,-1.1,4,0,3,0.3
O=C(Cn1cnc2c(cnn2-c2ccc(F)cc2)c1=O)N1CCCc2ccccc21,2,-12,3,8,0.2,6,8,4,-0.4
CN(C)C(=O)c1c([N+](=O)[O-])ncn1C,0,-4,8,1,0.1,3,-8,0,-0.2
CCOc1c(N2CCOCC2)c(=O)c1=O,0,1,-3,4,3.1,7,0,0,-0.1
CCCCC(=O)Nc1ccc2c(c1)nc1n2CCSC1,1,1,8,4,-3.8,11,-2,1,-0.5
CC(C)(C)c1nn(-c2ccccc2)c2[nH]c(=O)c(C=O)cc12,-3,3,7,13,-0.4,13,-2,0,-0.1
CC(NC(=O)c1ccc(S(=O)(=O)N(C)C)cc1)c1ccccc1 (stereo not given),2,3,-2,1,0.3,-3,4,0,0.0
CN(C)c1ccc2c(c1)Sc1cc(N(C)C)ccc1N2C(=O)c1ccccc1,1,14,1,-2,-1.4,-3,-7,3,0.2
O=C(CN1CCN(c2ccccn2)CC1)Nc1cccc(F)c1,4,-16,-5,3,0.8,-6,-3,0,1.3
O=C(c1cc(=O)c2ccccc2o1)N1CCN(c2ccccc2)CC1,-2,-1,-4,-1,1.2,-5,7,1,0.0
COc1cccc2cc(C(=O)Nc3cc(C)cc(C)c3)/c(=N/NS(=O)(=O)c3ccccc3)oc12,-4,10,3,4,1.4,-2,0,3,0.0
CCn1c(O)c(/C=N/n2cnnc2)sc1=S,-2,11,8,15,-0.2,17,-9,4,-0.3
COc1ccc(NC(=O)c2c(N)cnn2C)cc1,1,7,1,1,2.5,3,-4,1,0.0
Cc1ccc(C(=O)CSc2nc3c([nH]2)c(=O)n(C)c(=O)n3C)cc1,1,41,3,10,-30*,18,0,0,0.0
CCOC(=O)CSc1n[nH]c(NC(=O)c2cccc(C(F)(F)F)c2)n1,1,8,2,2,1.8,0,3,0,0.0
CC(=O)c1cccc(NC(=O)COC(=O)[C@@H](NC(=O)OCc2ccccc2)C(C)C)c1,-7,-7,-2,2,1.2,4,8,2,0.1
COc1ccccc1C(=O)Nc1ccc2c(c1)nc(CCNC(=O)c1ccccc1)n2C,2,0,0,2,0.7,-12,3,5,0.0
CCOC(=O)Cc1csc(NC(=O)CCN2C(=O)c3ccccc3C2=O)n1,-3,46,2,0,-0.8,-6,2,1,0.0
Oc1ccc(Br)cc1/C=N/N1CCN(Cc2ccccc2)CC1,-3,-2,-4,5,1.6,-1,0,0,0.1
Cc1cccc2sc(NC(=O)[C@H](C)N3C(=O)C4CC=CCC4C3=O)nc12 (stereo not given in full),2,-6,0,3,0.9,1,0,1,0.1
CC(C)(C)c1ccc(C2C3=C(CCCC3=O)NC3=C2C(=O)c2ccccc23)cc1 (stereo not given),17,-11,-2,2,.,6,12,51*,0.2
Cc1cc2c(c(C)nn2-c2ccccc2)c(=O)o1,-3,-2,7,1,1.2,9,5,2,-0.1
COc1ccc(NC(=O)Nc2cccc(C(=O)N3CCOCC3)c2)cc1OC,0,-1,11,4,.,9,-8,0,-0.1
CN(CC(=O)Nc1ccc(F)cc1)C(=O)COC(=O)COc1ccc(C#N)cc1,2,-1,-5,-1,0.6,1,4,1,0.0
COc1ccc(C(=O)CSc2nc(C)cc(=O)[nH]2)cc1,3,4,4,3,2.4,4,-4,2,0.1
CCCCCCc1c(C)c2ccc(OCC(=O)N[C@@H](Cc3ccccc3)C(=O)O)cc2oc1=O,-5,1,4,5,-4.3,20,-4,1,0.1
Cc1sc2nc(SCC(=O)NCc3ccco3)[nH]c(=O)c2c1C,-3,34,7,2,.,6,3,1,0.0
N#CC1(C#N)C(c2ccccc2)OC23CCCCC2C1(C#N)C(=N)O3 (stereo not given),16,0,102*,132*,-49*,178*,9,3,0.0
CC(Sc1nccn1C)C(=O)NC1(C#N)CCCCC1 (stereo not given),.,-3,3,-3,.,1,2,3,-0.2
Cc1cc(NC(=O)COC(=O)C2=NN(c3ccccc3)C(=O)CC2)c([N+](=O)[O-])cc1C,.,-3,4,.,.,.,.,2,0.2
Cc1cc(Oc2ccc(C(C)(C)C)cc2)nc(N2CCOCC2)n1,-3,31,3,3,1.4,4,-2,0,0.1
O=C(CN1CCc2ccccc2C1)Nc1ccccc1F,-6,-6,1,-2,-0.7,-16,-5,1,0.0
Cc1ccccc1Nc1cc(C(=O)NCC2CCCO2)c2ccccc2n1 (stereo not given),5,8,4,4,0.4,0,-4,2,0.0
COc1ccccc1-c1nc(C#N)c(N2CCN(C(c3ccccc3)c3ccccc3)CC2)o1,-4,7,-2,9,1.9,8,6,2,0.5*
O=C(Nc1ccc(C(=O)N2CCOCC2)cc1)c1ccccc1[N+](=O)[O-],-3,-13,3,-6,-0.9,7,-9,3,0.3
O=C1Cc2ccccc2Sc2cc(OCCCN3CCCCC3)ccc21,-2,4,1,5,2.6,10,1,0,0.0
CC(=O)N/C(=C/c1ccc(OS(=O)(=O)c2ccc(C)cc2)cc1)C(=O)NCCCO,-4,0,2,3,-2.8,-4,9,1,0.0
CN(C)CCN(Cc1ccccc1)c1nccc(N(C)C)c1C#N,2,-8,-5,8,0.2,6,-2,0,-0.1
Cc1ccccc1OCCC(=O)OCC(=O)Nc1cc(S(=O)(=O)N2CCOCC2)ccc1Cl,-4,4,4,0,0.5,-5,7,3,-0.1
CCn1nc(NS(=O)(=O)c2ccccc2)c2cc3ccccc3nc21,-1,11,-2,16,-0.3,5,-3,1,0.0
Nc1nonc1-n1nnc(C(=O)N/N=C/c2c(Cl)cccc2Cl)c1CN1CCOCC1,-3,3,1,0,1.0,-3,-5,0,0.1
N#Cc1ccc(-c2ccco2)nc1SCC(=O)c1ccc(Cl)cc1,1,-58,-32,-18,-3.6,-54,-3,4,0.0
O=C(CSc1nnc(CNc2ccc(F)cc2)n1CC1CCCO1)Nc1ccccc1 (stereo not given),4,-7,-2,1,0.4,-5,-5,1,0.1
COc1cccc(C(=O)NCc2ccc(N3CCN(C(=O)OC(C)(C)C)CC3)cc2)c1,4,3,6,2,3.0,-3,4,0,0.1
Cn1cnc2c1c(=O)n(Cc1ccccc1C#N)c(=O)n2C,4,0,0,5,-0.6,2,-2,7,0.1
c1ccc(CN2CCN(C3CCCSc4ccccc43)CC2)cc1 (stereo not given),-5,-2,4,6,1.1,6,-3,1,0.0
CCc1ccccc1NC(=O)CN(C)C(=O)COC(=O)c1ccco1,.,0,4,.,.,.,.,2,0.3
Cc1ccc(-c2nn(-c3ccccc3)cc2/C=N/NC(=O)c2ccc3c(c2)OCO3)cc1,-38,4,-6,3,4.0,3,-61,0,0.5
Cc1cc(Br)ccc1NC(=O)c1cnc(N2CCN(c3ccccn3)CC2)c2ccccc12,-5,0,5,-2,1.6,-11,-7,2,0.2
